HIF-2a block: inhibitors of HIF-2a; inhibition, % at 18.8 µM; 0.72% of 360,000 active; 786-0 RCC cells HIF-2a reporter, luciferase luminescence, overnight;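 active means inhibition of the luminescence signal of 40% or more relative to plate controls, in a single-dose primary screen at 18.75 µM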
Peg3 prom inh: reduces Peg3 promoter-driven luciferase expression in HeLa | HeLa PEG-Prom luciferase reporter, luminescence, overnight | inhibition, % at 20 µM | 1.7% of 360,000 active;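 active means inhibition of at least 50% at 20 µM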
MITF TRPM1 inh: inhibitors of MITF-driven TRPM1 promoter in melanoma cells; AID 488899; inhibition, % at 12.5 µM; SK-MEL-5 TRPM1 promoter luciferase, 24 h; 0.83% of 330,000 active;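 active means mean inhibition across replicates of 60% or more, whatever share of single replicates reaches that level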; further: values of inactives mirror those of a sister screen read the other way
NR2E3 ag-1: agonists of human NR2E3 nuclear receptor; Q9Y5X4; CHO-S Gal4-NCOR/VP16-NR2E3 two-hybrid, luciferase; inhibition of corepressor binding, % at 3.98 µM; 0.35% of 360,000 active; AID 602229;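 active means inhibition above the mean of all tested compounds plus 3 SD, cut at about 70% in these data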;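 further: 0% = DMSO with NR2E3 transfected cells and 100% = cells lacking NR2E3 construct; higher means lower luciferase signal from less NR2E3 corepressor binding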
Target sequence (Q9Y5X4 whole entry, looked up, the tested form may be a part): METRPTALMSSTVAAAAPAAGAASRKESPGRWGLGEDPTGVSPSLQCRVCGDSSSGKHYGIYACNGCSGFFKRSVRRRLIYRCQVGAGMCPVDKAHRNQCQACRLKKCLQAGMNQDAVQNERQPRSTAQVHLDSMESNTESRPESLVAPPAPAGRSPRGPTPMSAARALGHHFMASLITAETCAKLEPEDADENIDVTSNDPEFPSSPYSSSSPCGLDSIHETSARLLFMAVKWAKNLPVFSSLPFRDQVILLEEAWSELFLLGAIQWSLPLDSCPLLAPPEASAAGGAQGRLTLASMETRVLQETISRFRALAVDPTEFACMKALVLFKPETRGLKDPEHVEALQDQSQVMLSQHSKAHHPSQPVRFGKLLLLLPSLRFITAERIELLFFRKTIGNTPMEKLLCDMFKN
NR2E3 ag-2: NR2E3 (human) agonism. inhibition of corepressor binding, % at 4.78 µM. 0.12% of 320,000 active. GST-NR2E3/biotin-RetCOR TR-FRET, 1536-well. AID 2300;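 active means percent inhibition above the cutoff of mean plus 3 SD of all tested compounds, set per screening campaign, cut at about 20% in these data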;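 further: 0% = DMSO wells and 100% = biotin wells as full block of FRET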
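Material: NR2E3–RetCOR corepressor complex | Quantity: 1.35 nM GST-tagged NR2E3 final | Schedule: 5 h at 4 °C | Replication: Singlicate compound wells | Reagent: RetCOR corepressor, biotinylated, 7 nM | Controls: Biotin wells as high control, 0.6% DMSO wells as low control | Signal: TR-FRET, Eu(K)-anti-GST donor, streptavidin-D2 acceptor, ex 340, em 617/671 nm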
C8 TRAIL sens: caspase-8 TRAIL sensitization; inhibition (viability loss, TRAIL sensitization), % at 10 µM; NB7+C8 cells + TRAIL, ATPlite viability luminescence; 1% of 360,000 active; AID 624354;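 active means compounds causing at least 50% loss of cell viability in the single-dose screen, relative to plate controls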
Shn3 3UTR inh: Schnurri-3 reporter inhibition in Clone20 osteoblasts; AID 588674; Clone20 osteoblast Shn3 3'UTR firefly luciferase, 24 h; 0.52% of 360,000 active; inhibition, % at 12.5 µM;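 active means mean inhibition of at least 75% with every replicate also reaching 75%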;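 further: 0% = median of neutral control wells and 100% = pilot-screen positive control compound; some compounds past the cut are filed as inactive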
KKLEB cytotox: reduces viability of KKLEB cystic fibrosis airway cells. KKLEB CF airway cells viability, ATPlite luminescence, overnight; active compounds read low; cells stimulated with P. aeruginosa culture filtrate. activity change (cytotoxicity), % at 5 µM. 0.36% of 360,000 active;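 active means corrected activity change at or below -50% at 5 µM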
CF NFkB inh: inhibitors of cystic fibrosis induced NF-kB | KKLEB NF-kB-GFP reporter, PAF-induced, GFP fluorescence overnight | AID 588850 | inhibition, % at 5 µM | 0.86% of 360,000 active;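 active means at least 50% inhibition at 5 µM, scaled per plate between neutral and stimulator controls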;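 further: PAF is a Pseudomonas aeruginosa culture filtrate used as stimulus; plate controls were PAF-stimulated DMSO wells for no effect and unstimulated DMSO wells for full effect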
TWEAK-Fn14 inh: blocks TWEAK-Fn14 interaction in a reporter cell assay | TWEAK-stimulated Fn14 reporter cells, luciferase luminescence, 8 h | inhibition, % at 10 µM | 2% of 360,000 active; in the data active means inhibition above about 50%
TROY NFkB inh: blocks TROY-dependent signaling in reporter cells. 0.98% of 360,000 active. Q293 LMP1-TROYcd NF-kB luciferase reporter, 4 h. inhibition, % at 10 µM;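 active means compounds whose plate-normalised and pattern-corrected inhibition of the luciferase reporter signal at the single screening dose is 50% or more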
Active calls of the source: *; / = not tested or not shown. This is a subset; count on the stated rates, not on these rows.

SMILES	HIF-2a block	Peg3 prom inh	MITF TRPM1 inh	NR2E3 ag-1	NR2E3 ag-2	C8 TRAIL sens	Shn3 3UTR inh	KKLEB cytotox	CF NFkB inh	TWEAK-Fn14 inh	TROY NFkB inh
C=CCC[C@@H](Cc1ccc(F)cc1)C(=O)OC[C@@H](Cc1c[nH]c2ccccc12)NC(=O)[C@@H](CC=C)CC(=O)N[C@@H](CO)Cc1ccccc1	2	28	7	-25	/	6	12	13	10	22	3
CCOc1ncccc1C(=O)Nc1ccccc1C(=O)NCc1ccc2c(c1)OCO2	3	26	-5	-12	-1	14	4	-4	-7	28	1
CCc1ccc(NC(=O)Nc2cnccn2)cc1	-206	-216	-31	-87	-1	9	-125	8	-23	-28	-43
Cc1cccc(C)c1NC(=O)COC(=O)CCC(=O)c1cccs1	15	18	6	-6	1	-4	7	9	-3	-19	11
COc1ccc(OC)c(S(=O)(=O)NCc2ccccc2)c1	18	-8	-7	1	2	4	9	-5	3	8	12
CCSC1(SCC)N=C(N)C2(C#N)C(c3ccccc3)NC3=C(CCC3)C12C#N (configuration not stated)	1	-14	7	-28	6	-8	1	-18	6	7	1
COn1c(=O)c(-c2cccs2)[n+]([O-])c2ccccc21	-116	-37	-12	-47	-3	-17	1	-6	15	-13	4
CC(C)CCn1c(SCc2ccc(Cl)cc2)nc2c1c(=O)[nH]c(=O)n2C	26	20	-9	2	-1	15	-14	-22	-10	20	24
O=C1c2cc(F)ccc2-n2c1nc1ccccc1c2=O	-30	8	98*	40	4	55*	59	-27	83*	3	8
CCN(CC(=O)Nc1c(F)cccc1F)C(=O)CSCC(=O)Nc1cc(C)on1	4	23	9	14	-3	-7	0	4	-47	-13	-2
NCCC(=O)N1c2ccccc2Sc2ccc(Cl)cc21	11	5	-10	28	-5	-13	2	-4	17	-22	14
CCC(C(=O)O)n1c2ccccc2c2cn[nH]c(=O)c21 (configuration not stated)	20	6	14	-4	1	6	-6	8	-3	20	1
COc1ccc(C(=O)OCC(=O)NCc2ccccc2)c(OC)c1OC	8	5	-7	-4	3	-5	5	6	12	-10	-11
OCCOCCNc1ncnc2c1c(-c1ccccc1)cn2-c1ccccc1	21	10	8	-18	2	-5	-9	5	5	-8	-4
COC(=O)CSc1nc2sc3c(c2c(=O)n1-c1ccccc1)CCN(C)C3	-1	2	-7	-8	1	-8	5	-5	19	-9	1
O=C(O)c1ccc(N/N=C/C=C/c2ccc([N+](=O)[O-])o2)cc1	-43	-8	-12	-22	-8	-7	-6	11	-29	4	11
COc1cccc(-c2cc3nc(NCc4ccc5occc5c4)n(C)c(=O)c3s2)c1	-123	-135	/	-66	/	6	-16	21	-13	20	0
NC(=S)N/N=C/c1coc2ccc(F)cc2c1=O	15	10	/	-17	5	0	7	10	21	15	-9
COc1ccccc1CC(=O)Nc1ccccc1C(=O)O	4	-3	7	-1	4	9	-17	10	-36	14	-1
CS(=O)(=O)c1cccc(-c2nnc(NC(=O)CCS(=O)(=O)c3ccccc3)o2)c1	20	0	-4	1	-2	25	-9	-6	22	-3	-8
Brc1ccc(CNCc2cccs2)cc1	-9	-13	2	-2	-1	26	-18	5	-1	-29	-9
CCOC1(c2ccccc2)OC(=O)c2ccccc21 (configuration not stated)	5	6	6	-6	1	1	10	6	-5	6	6
OC[C@@H]1CN(Cc2ccco2)C[C@H](n2cnc3c(NCc4ccc(F)cc4)ncnc32)O1	-1	17	/	8	/	3	-12	10	-20	-9	-3
Cc1ccc(C(=O)Nc2cccc(S(=O)(=O)N3CCCC3)c2)o1	-12	-17	-2	-33	-1	3	3	7	2	-4	-7
CN1CCN(C(=O)C2(NC(=O)NCc3ccccc3)CCCCC2)CC1	10	21	-1	1	1	0	-1	5	-4	1	-3
O=C(Nc1cc(Cl)cc(Cl)c1)c1coc(=O)c(Br)c1	7	7	-8	-10	-4	5	-10	-3	-18	16	-9
Cc1ccc(-n2ncc3c(=O)n(CC(=O)OCc4ccccc4)cnc32)cc1	-67	-71	-10	-34	-3	1	-25	-14	-8	-22	-29
CCC(C)[C@H](NC(=O)[C@@H]1Cc2ccccc2CN1)C(=O)NCc1ccc(C)cc1 (some centres not stated)	-3	4	/	-39	/	17	3	-7	-10	0	-11
CCCCCCN1C(=O)C(O)=C(C(C)=O)C1c1ccccc1[N+](=O)[O-] (configuration not stated)	23	-1	8	-8	/	3	-6	4	3	-6	-5
O=C(COC(=O)CNC(=O)c1ccccc1F)NC12CC3CC(CC(C3)C1)C2	6	6	-7	-17	-4	-1	-48	-6	22	5	0
Cc1cc2oc(C(=O)NCC(c3ccco3)N3CCCC3)c(C)c2cc1C (configuration not stated)	-74	-91	/	14	/	13	3	1	-1	-23	-27
CCCCS/C(=C(/C#N)C(N)=O)c1cc2c([nH]1)CCCC2	2	27	17	5	0	19	-13	5	-5	28	16
Cc1nn(-c2ccccc2)c(N2CCCC2)c1/C=N/NC(=O)c1cc2ccccc2cc1O	10	32	-1	-35	1	-11	-10	-11	17	27	10
O=C(Nc1ccc(C(=O)N2CCCCC2)cc1)c1ccc([N+](=O)[O-])cc1	4	8	3	-20	2	1	-5	3	-34	-15	8
CC(C)C[C@H](NC(=O)NCc1ccc(F)cc1)C(=O)O	15	8	1	1	-2	-5	-13	-4	-7	-2	-1
CC1(CC(=O)O)C(=O)N=C2C=CC=CN21 (configuration not stated)	14	11	-2	-10	/	7	10	2	5	-3	-2
CCCc1cc(=O)[nH]c2nnc(SCC(=O)NC3CCCCC3)n12	11	0	-2	-28	2	-6	0	-5	11	7	-28
Cc1cc(C)nc(Nc2n[nH]c(-c3ccccc3Cl)n2)n1	-231	-172	-55	-35	7	16	-58	6	-10	-23	-79
CC1CCN(C(=O)c2ccc3c(=O)n4c(nc3c2)CCCCC4)CC1	-27	8	-14	-28	-1	-4	-19	-5	20	-23	5
O=C(CCC1CCCC1)N1CCN(S(=O)(=O)Cc2ccccc2)CC1	8	4	-4	0	3	-3	6	0	-4	-19	-10
CCOc1ccccc1-n1c(=S)sc2c(=O)n(-c3ccccc3)c(=S)[nH]c21	18	32	8	-11	4	-2	14	-13	31	-10	-5
O=S(=O)(NC(CO)Cc1ccccc1)c1ccc(Br)cc1F (configuration not stated)	11	15	-4	-5	/	2	-7	7	13	0	-5
COCCNC(=O)c1onc(CSc2ccc(F)c(F)c2)c1C(=O)NCCOC	11	-5	3	-13	3	4	-1	-7	-4	0	-5
O=C(COC(=O)[C@H](Cc1ccccc1)NC(=O)c1ccco1)Nc1ccccc1	8	-1	2	-16	/	-3	-12	-6	4	-10	-15
O=C(c1cc(-c2ccccc2)on1)N1CCCC1	-119	-134	-70	-101	0	22	-72	3	-5	28	-11
O=C(NCCCN1CCOCC1)c1cc(-c2ccccc2)on1	-138	-51	2	-29	-1	-15	-43	0	-16	-51	-49
Oc1cc(O)cc(/C=C/c2ccc(O)c(O)c2)c1	-164	-237	-72	-114	-1	38	-54	3	29	-69	-68
O=c1cc(-c2ccccc2Cl)oc2ccc([N+](=O)[O-])c(O)c12	-21	-41	4	-3	3	9	-3	-14	3	-26	-14
Cc1csc(Nc2ccc(Cl)cc2)[n+]1-c1ccc(Cl)cc1	-336	-22	-37	-31	0	1	14	-2	7	-16	20
N#CC1=C2SCN(c3ccccc3)CN2C(=O)CC1c1cccs1 (configuration not stated)	-5	4	-1	-24	13	-18	5	16	-4	3	-34
COC(=O)c1cn(NC(=O)c2cccc(N(C)C)c2)c(=O)c2ccccc12	-15	17	-7	-15	2	12	-13	6	-18	3	-4
CCNC(=S)NNC(=O)c1cc(-c2ccccc2C)nc2ccccc12	-11	14	-5	-6	-1	5	-2	-10	3	-7	10
Nc1ccc2nc(-c3cc(Cl)c(N)c(Cl)c3)[nH]c2c1	-256	-239	-50	-25	-8	25	-47	14	-40	22	-28
Cc1ccc(-c2nnn(CC(=O)N(c3cccc(O)c3)C(C(=O)NC(C)(C)C)c3cccs3)n2)o1 (configuration not stated)	8	35	13	-5	3	-13	-27	-3	4	29	0
CC(C)(C)S(=O)N1Cc2ccc(CO)cc2[C@H]1CCO (some centres not stated)	0	-14	14	-14	/	-8	-11	11	-7	-11	-15
COc1ccc(COC(=O)C2=C(C)NC(=O)NC2c2ccc(F)cc2)cc1 (configuration not stated)	33	27	-4	-26	1	8	15	-6	60*	53*	33
COC(=O)c1ccc(OCC(O)CN2CCc3cc(OC)c(OC)cc3C2c2ccccc2)cc1 (configuration not stated)	15	12	10	-36	4	5	79	-6	6	29	16
CN(C)CC(C(=O)c1ccccc1)c1ccccc1 (configuration not stated)	86*	114*	91*	20	1	17	95*	-51*	63*	79*	33
Nc1cccc(-c2cc(-c3ccccc3)nc(-c3cccc(N)c3)n2)c1	-42	46	-2	1	1	0	8	11	-15	18	-4
CCCCn1c(CN2CCOCC2)nc2c1c(=O)n(C)c(=O)n2C	4	-1	/	2	3	0	12	18	18	-11	-3
(list continues)
SMILES	HIF-2a block	Peg3 prom inh	MITF TRPM1 inh	NR2E3 ag-1	NR2E3 ag-2	C8 TRAIL sens	Shn3 3UTR inh	KKLEB cytotox	CF NFkB inh	TWEAK-Fn14 inh	TROY NFkB inh
Clc1ccc(/C=C/c2ncc[nH]2)c(Cl)c1	-170	-278	-66	-112	0	24	-43	0	-6	-18	-66
COc1ccc(CCNC(=O)C2CCN(c3nccc(C)n3)CC2)cc1	17	17	3	-3	3	3	5	7	7	-10	7
Oc1cccc(C2c3[nH]c4ccccc4c3CCN2Cc2ccoc2)c1 (configuration not stated)	10	7	17	11	0	-2	5	19	-2	16	5
O=C(Nc1nc2ccc(Cl)cc2s1)c1cccc(N2C(=O)CCC2=O)c1	-173	-292	-47	-56	-5	38	-86	12	-82	7	5
S=C(Nc1ccccc1)Nc1ccc2cn[nH]c2c1	-273	-288	-39	-76	1	-10	-68	-16	35	8	22
Cc1c(NS(=O)(=O)c2cc(C(=O)N3CCCC(C)C3)ccc2Cl)c(=O)n(-c2ccccc2)n1C (configuration not stated)	9	13	6	-32	/	3	24	14	-19	-8	2
CC(C)(C)c1ccc(O)c(N=Cc2cc3c(cc2[N+](=O)[O-])OCO3)c1	-17	-8	-20	-10	-2	14	-4	5	2	18	-26
CCCCNC(=O)c1c(CSc2ccc(Cl)cc2)noc1C(=O)NCc1ccccc1	15	6	-1	10	3	2	-3	-4	1	-13	-13

Single records, from the list above. Order of values: HIF-2a block | Peg3 prom inh | MITF TRPM1 inh | NR2E3 ag-1 | NR2E3 ag-2 | C8 TRAIL sens | Shn3 3UTR inh | KKLEB cytotox | CF NFkB inh | TWEAK-Fn14 inh | TROY NFkB inh
Results for O=C(Nc1nc2ccc(Cl)cc2s1)c1cccc(N2C(=O)CCC2=O)c1 = -173 | -292 | -47 | -56 | -5 | 38 | -86 | 12 | -82 | 7 | 5
Results for Cc1c(NS(=O)(=O)c2cc(C(=O)N3CCCC(C)C3)ccc2Cl)c(=O)n(-c2ccccc2)n1C (configuration not stated) = 9 | 13 | 6 | -32 | / | 3 | 24 | 14 | -19 | -8 | 2
Results for COc1ccc(CCNC(=O)C2CCN(c3nccc(C)n3)CC2)cc1 = 17 | 17 | 3 | -3 | 3 | 3 | 5 | 7 | 7 | -10 | 7

Screening results as filed in PubChem.
